# TAG inh – reduces triacylglycerol accumulation in H9c2 cells; Nile Red lipid (TAG) fluorescence; cells loaded with 200 µM oleic acid; inhibition, % at 12.5 µM; 0.66% of 230,000 active; AID 651582;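 active = pattern-corrected inhibition of lipid staining of at least 50% with the nuclear-stain viability signal not falling by more than 50%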;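 note: 0% = DMSO wells and 100% = triacsin C control wells; some results filed as inactive read as strong as hits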
# TAG inh DAPI viability – further read-out of TAG inh, marked with its call; DAPI nuclei signal change (viability), lower = more cytotoxic, %;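 whole-well DAPI fluorescence read on a plate reader as a viability signal; minus 50 percent equals half of cells still viable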
# Active calls of the source: *. A portion of the library, so the mix of outcomes need not match the whole.
SMILES,TAG inh,TAG inh DAPI viability
CC1=NN(c2ccccc2)C(=O)/C1=C/c1cc(C)n(C2CC2)c1C,12,-5
CCCc1cc(=O)[nH]c(SCC(=O)Nc2ccc(OC(F)F)cc2)n1,-1,-2
NC(=O)C1CCN(C(=O)CCSc2ccccc2)CC1,22,-9
O=C(NCCSc1ccccc1)c1ccccc1,-2,26
Cc1[nH]c2ccccc2c1C(C#N)(C#N)C1C(=O)c2ccccc2C1=O,4,-5
Nc1cc(=O)[nH]c(SCC(=O)Nc2cccc(Cl)c2Cl)n1,1,-3
CN(C(=O)COC(=O)c1cccc(S(=O)(=O)N2CCCCC2)c1)C1CCS(=O)(=O)C1 (stereo not given),8,-3
CC(C)CCNC(=O)C1CCC(CNc2c(N3CCCC3)c(=O)c2=O)CC1 (stereo not given),-2,1
O=C(COc1ccccc1[N+](=O)[O-])Nc1ccc(N2CCN(C(=O)c3cccs3)CC2)cc1,-54,-6
Cc1c(NS(=O)(=O)c2cc(C(=O)NCc3cccnc3)cc(Cl)c2Cl)c(=O)n(-c2ccccc2)n1C,-1,2
COc1ccc(N2CCN(C(=O)[C@@H]3CCCN3C3=NS(=O)(=O)c4ccccc43)CC2)cc1,13,7
Cc1nn(-c2ccccc2)nc1C(=O)NN,5,5
CCN=C1SC(CC(=O)Nc2ccc(N3CCOCC3)cc2)C(=O)N1CC (stereo not given),-10,2
C[C@H]1COC(=O)[C@H](CC(=O)OC(C)(C)C)C/C=C\C[C@@H](CC(=O)NCCO)C(=O)N1,-23,-1
COc1ccc(-c2nc3ccccc3o2)cc1NC(=O)c1ccc(Br)o1,1,4
O=C(N/N=C/c1ccc(O)cc1)c1ccc(NC(=O)c2ccccc2Br)cc1,0,11
CC(C)CCCN1C(Nc2ccccc2)=NC[C@@H]1CC(C)C,7,10
Cc1ccc(Nc2ncccc2C(N)=O)cc1[N+](=O)[O-],-5,-7
CCC(=O)c1ccc(OCC(=O)Nc2ccccc2N2CCCCC2)cc1,-10,-20
O=C(NCc1ccco1)/C(=C/c1ccc(C(F)(F)F)cc1)c1nc2ccccc2[nH]1,-14,5
N#Cc1ccc(-c2csc(NC(=O)c3ccc(N4C(=O)CCC4=O)cc3)n2)cc1,-13,6
O=C(NCCCn1ccnc1)C(=O)c1cn(CC(=O)N2CCCCCC2)c2ccccc12,17,-2
O=C1CSc2ccc(C(=O)NCCc3ccc(Cl)cc3Cl)cc2N1,-3,2
CCOC(=O)c1c(-c2cccc(C)c2)csc1NC(=O)C1CC=CCC1C(=O)O (stereo not given),-10,5
N#Cc1ccc(CSc2ncccn2)cc1,-14,6

# As a working copy, 2 of the compounds above.
SMILES,TAG inh,TAG inh DAPI viability
CC1=NN(c2ccccc2)C(=O)/C1=C/c1cc(C)n(C2CC2)c1C,12,-5
CCCc1cc(=O)[nH]c(SCC(=O)Nc2ccc(OC(F)F)cc2)n1,-1,-2

# Part of the list above, as tab-separated lines:
molecule	TAG inh	TAG inh DAPI viability
O=C(N/N=C/c1ccc(O)cc1)c1ccc(NC(=O)c2ccccc2Br)cc1	0	11
CC(C)CCCN1C(Nc2ccccc2)=NC[C@@H]1CC(C)C	7	10
Cc1ccc(Nc2ncccc2C(N)=O)cc1[N+](=O)[O-]	-5	-7
CCC(=O)c1ccc(OCC(=O)Nc2ccccc2N2CCCCC2)cc1	-10	-20

# Other structures follow:
SMILES,TAG inh,TAG inh DAPI viability
Cc1ccc(OCC(=O)N(Cc2ccco2)C2CCS(=O)(=O)C2)cc1C (stereo not given),4,-19
Oc1c(Cl)cc(Cl)cc1/C=N/Nc1ncc(Br)cn1,8,-28
C[C@@H]1CN(S(=O)C(C)(C)C)[C@@H](CCO)/C1=C\c1ccccc1 (stereo not given in full),-11,14
COc1ccc(C(=O)NC2=Nc3ccccc3N=C(C)C2c2ccccc2)cc1 (stereo not given),-8,-2
O=C(CCc1ccc(O)c(O)c1)N/N=C/c1cc2c(cc1[N+](=O)[O-])OCO2,9,-4
COc1ccc2[nH]c3c(c2c1)CCN1C(=O)C(CC(=O)NCc2ccco2)C[C@H](C(=O)N(C(C)C)C(C)C)[C@@]31C (stereo not given in full),25,-11
CCCc1c(O)nc(SCC(=O)NCCc2ccc(OC)c(OC)c2)[nH]c1=O,12,-11
COC(=O)COc1cccc(NS(=O)(=O)c2cccc([N+](=O)[O-])c2)c1,8,-11
COc1ccc(C)cc1-n1nnnc1SCC(=O)NC1CC1,11,3
Cn1c(=O)oc2cc(S(=O)(=O)Nc3ccc(C(=O)O)cc3)ccc21,9,1
CSCCC(NC(=O)c1ccccc1Cl)C(=O)NNC(=O)c1csc(N2CCOCC2)n1 (stereo not given),7,2
CC(=O)Nc1nnc(SCC(=O)Nc2ccc(N3CCOCC3)c(Cl)c2)s1,4,5
COc1ccc(OCCCC(=O)NCCc2nc3ccccc3[nH]2)cc1,27,-13
COc1cc(C(=O)NCCNc2nc3c(C)cccc3cc2C#N)cc(OC)c1OC,-2,8
COc1ccc2cc(S(=O)(=O)NCCCN3CCOCC3)ccc2c1,6,-3
C=CCC1c2cccc(C(=O)O)c2C(=O)N1c1cccc(OC)c1 (stereo not given),-12,3
CCN(CC)CC(=O)Nc1cc(N(C)C)nc2ccccc12,-6,12
CC(=O)N1CCN(CC(=O)NC(=O)Nc2ccc3c(c2)OCCO3)CC1,2,5
COc1ccc(C2=CC(=O)OC3(CCCCC3)O2)cc1,-12,7
C=CCN1C2CCCC1CC(NC(=O)Nc1cccc(C(C)=O)c1)C2 (stereo not given),16,-23
O=C1CN(C(=O)CSc2nc3c(cnn3-c3ccccc3)c(=O)[nH]2)c2ccccc2N1,24,-8
O=C(Nc1nnc(-c2ccccc2)o1)c1nc2ccccc2s1,-3,5
CN(CC(=O)Nc1ccc(F)c(F)c1F)C(=O)Cn1cnc2c1c(=O)n(C)c(=O)n2C,10,6
O=C1C2C3CCCC3=C3CCCC3C2C(=O)N1c1ccc(F)cc1 (stereo not given),-9,4
CCOC(=O)C1=C(COC(=O)CNS(=O)(=O)c2ccc(NC(C)=O)cc2)NC(=O)NC1C (stereo not given),2,-2

# More results
SMILES,TAG inh,TAG inh DAPI viability
c1ccc(Nc2nc(-c3ccccc3)nc3ccccc23)cc1,9,11
CC(C)Cc1nc(N2CCCCC2)c(C#N)c2c1CCC2,3,0
CC(=O)Nc1ccc(S(=O)(=O)Nc2cc([N+](=O)[O-])ccc2C)cc1,12,-6
CCOC(=O)C1=C(C)NC(C)=C(C(=O)OCC)C1C(=O)OCC(N)=O,-2,-4
Cn1cnnc1SCC(=O)Nc1ccc(Cl)cc1,6,5
O=C(COC(=O)c1ccc(Cl)nc1)Nc1cc(S(=O)(=O)N2CCCCC2)ccc1Cl,9,-4
CC(=O)Nc1ccc(C(=O)OCCC(C)C)cc1,27,-20
O=C(c1cc(F)c(F)cc1Cl)N1CCN(S(=O)(=O)c2cccs2)CC1,2,4
Cc1c(Br)c(C(=O)NNC(=O)c2ccc(C(C)(C)C)cc2)nn1C,3,-3
CC1(C)CC(=O)C(Br)=C(O)C1,11,1
O=C1Nc2ccccc2/C1=C/c1cccnc1,10,-11
CCOC(=O)C1CCN(c2c(NCCN3CCN(c4ccccc4)CC3)c(=O)c2=O)CC1,3,1
CCN=c1scc(-c2ccc(F)cc2)n1/N=C/c1ccccn1,-42,9
COc1ccc(CCC(=O)N2CCN(S(=O)(=O)c3ccc(OC(F)(F)F)cc3)CC2)cc1,-14,-8
C=CCn1c(N)cc(=O)nc1SCC(=O)Nc1cccc2ccccc12,-8,1
COc1ccc(CC(=O)N2CCOCC2)cc1OC,-17,0
COc1ccc(OCc2nnc(SCC(=O)N(C)Cc3ccccc3)n2N)cc1,2,5
COc1ccc(-c2cc3nc(NCc4ccc(NC(C)=O)cc4)n(C)c(=O)c3s2)cc1OC,11,0
Cc1c(C(=O)NCc2ccc(C(F)(F)F)cc2)sc(=O)n1Cc1ccc(S(=O)(=O)N(C)C)cc1,-19,-1
CC(NC(=S)Nc1ccc(S(N)(=O)=O)cc1)c1ccc2c(c1)OCO2 (stereo not given),-5,9
CC(C)c1ccc(S(=O)(=O)N2CCN(C(=O)n3ccnc3)CC2)cc1,-2,-4
O=Nc1c(O)n(Cc2cccc(C(F)(F)F)c2)c2ccccc12,4,-9
Cc1ccc(NC(=O)/C(=C/C=C/c2ccccc2)NC(=O)c2ccccc2)cc1,-27,2
CCCC(=O)N1CCN(c2ccc(NC(=O)c3sc4ccccc4c3Cl)cc2)CC1,-10,-1
Cc1ccc(C(=O)Nc2ccc3c(c2)CCC3)cc1,-9,-3

# Additional structures follow:
SMILES,TAG inh,TAG inh DAPI viability
N=c1n(Cc2ccccc2)c2ccccc2n1CC(O)c1ccccc1 (stereo not given),35,-6
COc1ccccc1NC(=O)COc1coc(CN2CCN(c3ccccc3)CC2)cc1=O,-13,0
Cn1c(NC(=O)C2CC2)cc(=O)n(C)c1=O,9,-8
O=C(O)CC1(CC(=O)Nc2ccc(Cl)cc2C(=O)c2ccccc2)CCCC1,-4,15
Cc1csc(=O)n1CCC(=O)OCC(=O)Nc1ccc(N2CCOCC2)cc1,-2,8
CN(C1=NS(=O)(=O)c2ccccc21)c1ccc(OC(=O)c2ccncc2)cc1,0,3
CCCC(C(=O)Nc1nccs1)c1ccccc1 (stereo not given),-37,-4
O=C(c1oc(=O)c2ccccc2c1-c1ccccc1)N1CCOCC1,-5,4
CCCCC(CC)CNC(=O)C(=O)C1C(=O)Nc2ccccc21 (stereo not given),13,-8
O=C(c1cnn2c(C(F)(F)F)cc(-c3ccc4c(c3)OCO4)nc12)N1CCCCC1,11,-1
COc1ccc(CNc2cccnc2)c(OC)c1OC,-12,6
O=C(NCc1ccco1)c1ccc(CS(=O)(=O)Cc2ccc(F)cc2)o1,12,-4
Cc1ccsc1/C=N/NC(=O)Cc1ccc([N+](=O)[O-])cc1,-8,1
O=[N+]([O-])c1ccc(NCCCO)c(S(=O)(=O)N2CCOCC2)c1,-8,6
c1ccc(C[C@H]2CN=C(Nc3ccccc3)N2CC2CCCCC2)cc1,23,-6
C=CC[C@@H](Cc1ccc(F)cc1)C(=O)OC[C@@H]1CCCN1C(=O)[C@@H](CC=C)CC(=O)N[C@@H](CO)Cc1ccccc1,-1,-7
COc1cccc(Cn2c3ccc(NC(=O)CCc4ccc(F)cc4)cc3c(=O)n2C)c1,52*,-19*
COc1cccc(OCc2cc(C(=O)N(C)C3CCCCC3)no2)c1,-5,3
O=C1CC(N2CCC(O)CC2)C(=O)N1c1ccc(Br)cc1 (stereo not given),9,-5
Cn1c(SCc2ccccc2)nnc1-c1c[nH]c2ccccc12,20,-13
Cc1cccc(C)c1OCC(=O)Nc1ccc2c(c1)OCCO2,-1,-2
O=C1NC2(CCCCC2)C(=O)N1CCS(=O)(=O)Oc1ccccc1,-7,-3
O=C(NCC1CCCO1)c1cc2n(n1)C(C(F)(F)F)CC(c1ccc(F)cc1)N2 (stereo not given),13,0
O=C1CC(N2CCN(c3ccccc3)CC2)C(=O)N1c1ccc2c(c1)OCO2 (stereo not given),6,4
COCCCNS(=O)(=O)c1ccc(C)cc1,-5,-5

# Compound profiles (already shown). Values in the order: TAG inh | TAG inh DAPI viability
# CN(C1=NS(=O)(=O)c2ccccc21)c1ccc(OC(=O)c2ccncc2)cc1 across the screens: 0 | 3
# CCCC(C(=O)Nc1nccs1)c1ccccc1 (stereo not given) across the screens: -37 | -4
# COc1ccc(CNc2cccnc2)c(OC)c1OC across the screens: -12 | 6
# O=C1CC(N2CCC(O)CC2)C(=O)N1c1ccc(Br)cc1 (stereo not given) across the screens: 9 | -5
# c1ccc(C[C@H]2CN=C(Nc3ccccc3)N2CC2CCCCC2)cc1 across the screens: 23 | -6

# (listing goes on)
SMILES,TAG inh,TAG inh DAPI viability
CN1C[C@@H]2[C@@H]3C(=O)N(Cc4ccccc4)C(=O)[C@@H]3[C@](Cc3ccccc3)(C1=O)N2C(=O)c1ccc(C(C)(C)C)cc1,-1,7
Cc1ccccc1C(=O)Nc1c2c(nc3ccccc13)CCCC2,1,12
CCOc1ccc(NC(C)=O)cc1,9,-8
CCSC1=NCCN1C(=O)c1c(-c2ccccc2Cl)noc1C,4,-7
O=C(Nc1nnc(SCCC2OCCO2)s1)C1CC(=O)N(c2ccccc2)C1 (stereo not given),-5,1
O=C(c1ccco1)N1CCN(Cc2nc(Cc3ccccc3)no2)CC1,2,1
Cc1nc(-c2ccc(S(=O)(=O)Nc3ccc(Br)cc3Cl)s2)cs1,-2,5
CCCCn1c(N)c(N(CCOC)C(=O)c2cc(S(=O)(=O)N3CCOCC3)ccc2Cl)c(=O)[nH]c1=O,-1,-6
COc1ccc(NC(=O)NC(C(F)(F)F)C(F)(F)F)cc1,1,-3
CCNC(=O)C1(C)CCCN(Cc2ccc3ccccc3c2Br)C1 (stereo not given),-13,1
CS(=O)(=O)N(CC(=O)Nc1ccc(S(=O)(=O)N2CCCC2)cc1)c1cccc(F)c1,-16,1
O=C(CSc1n[nH]c(=O)[nH]c1=O)c1ccc(Cl)cc1Cl,-3,3
CCO[C@H]1OC(C(=O)NC2CC2)=C[C@@H](C2CC2)[C@@H]1CCCO,-31,3
O=C1CC(c2ccccc2)CC(O)=C1C=Nc1cccc(Cl)c1 (stereo not given),88,-75
Cn1c(=N)n(CC(=O)c2ccccc2)c2ccccc21,10,-12
CCCS(=O)(=O)NC(=O)C1(C)CCN(C(=O)c2ccc(OC)c(F)c2)C1 (stereo not given),5,-10
CCc1ccc(N(CC(=O)NCc2cccnc2)S(=O)(=O)c2ccccc2)cc1,-11,-7
COc1cc(C)c(C(N)=O)c(OC)n1,-10,9
CCN(CC)CCN(Cc1cc2cc(C)ccc2[nH]c1=O)C(=S)Nc1ccccc1,38,17
CCOc1ccc(NC(=O)c2c(OC)cccc2OC)cc1,-20,-11
Cc1ccccc1NC(=O)COC(=O)c1cc(S(=O)(=O)N2CCOCC2)ccc1C,7,-7
NC(=O)CC(NC(=O)Cc1ccc(Br)cc1)c1ccc(NCCc2ccc(Cl)cc2)c([N+](=O)[O-])c1 (stereo not given),-8,-1

# Compound activity: PubChem, Sanford-Burnham Center for Chemical Genomics
